# TcdB GH inh: TcdB glycohydrolase inhibition | hit rate 0.24% among 350,000 | inhibition, % at 9.99 µM | TcdB glycohydrolase enzymatic assay, plate reader | AID 652162; in the data active = inhibition above about 10%
# SARS 3CLpro inh: SARS-CoV 3CLpro protease inhibition; inhibition, % at 6 µM; hit rate 0.14% among 290,000; recombinant SARS-CoV 3CLpro, quenched FRET peptide cleavage; in the data active = inhibition above about 12%
# MazF activator: MazEF (E. coli) toxin RNase activation | FAM/BHQ RNA-DNA oligo cleavage fluorescence, 5 h | activation, % at 20 µM | hit rate 0.32% among 350,000 | AID 504720; in the data active = activation above about 50%
# Target sequence (P0AE70 whole entry, looked up): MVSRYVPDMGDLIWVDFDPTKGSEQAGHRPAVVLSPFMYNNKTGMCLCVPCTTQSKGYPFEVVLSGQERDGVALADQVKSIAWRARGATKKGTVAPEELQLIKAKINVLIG
# Y pestis TopoI: inhibitors of Yersinia pestis topoisomerase I; activity, % at 10 µM; Y. pestis Topo-I cleavage product accumulation, plate reader; hit rate 0.064% among 360,000; in the data active = activity above about 50%, passing the limit was not always enough; also: inactives centre near 2
# PrPC TRFRET: cell surface PrPC inhibition, primary TR-FRET screen | inhibition, % at 13.8 µM | TR-FRET read-out | hit rate 0.43% among 370,000 | P04156 | AID 720596; in the data active = inhibition above about 24%; also: 0% = median of the test wells and 100% = reference compound wells
# Vc quorum ag: inducers of Vibrio cholerae quorum light production without autoinducers | V. cholerae BH1578 lux reporter, luminescence, 6 h | hit rate 0.16% among 350,000 | activation, % at 18.7 µM; in the data active = activation mostly above about 9.7%, no sharp cut-off; also: not every result past the cut was called active; inactives centre near 0; reference of the scale not given here
# Rv3671c protease: Rv3671c (M. tuberculosis) protease inhibition; P9WHR9; inhibition, % at 5.96 µM; hit rate 0.048% among 320,000; in the data active = inhibition above about 38%;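 also: extracellular domain of Rv3671c used as enzyme; 0% = enzyme with DMSO and 100% = no enzyme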
# Target sequence (P9WHR9 whole entry, looked up, the tested form may be a part): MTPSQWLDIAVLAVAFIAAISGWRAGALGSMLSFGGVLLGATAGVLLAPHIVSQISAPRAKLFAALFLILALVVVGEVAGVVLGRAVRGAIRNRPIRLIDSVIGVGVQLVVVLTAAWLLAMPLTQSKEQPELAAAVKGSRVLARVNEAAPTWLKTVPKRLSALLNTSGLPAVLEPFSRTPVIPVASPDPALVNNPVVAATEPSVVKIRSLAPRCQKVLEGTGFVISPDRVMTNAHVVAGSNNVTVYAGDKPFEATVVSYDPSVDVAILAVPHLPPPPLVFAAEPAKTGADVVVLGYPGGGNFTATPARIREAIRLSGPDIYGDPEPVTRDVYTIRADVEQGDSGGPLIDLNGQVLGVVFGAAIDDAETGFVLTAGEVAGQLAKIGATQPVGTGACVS
# SSB-PriA inh: K. pneumoniae PriA-SSBct interaction inhibition; AlphaScreen SSBct-PriA binding, biotinylated peptide; inhibition, % at 33 µM; hit rate 0.6% among 430,000; in the data active = inhibition mostly above about 37%, no sharp cut-off; inactive = mostly below about 20%;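 also: plate controls were negative control peptide for no effect and reference peptide for full effect; strong numbers were not always called active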
# CCHFV vOTU inh: blocks the CCHF virus ovarian tumor domain protease. hit rate 0.55% among 370,000. inhibition, % at 11.5 µM. CCHFV vOTU protease, Pep-AMC fluorescence; in the data active = inhibition above about 30%; also: 0% = vehicle wells with enzyme and 100% = no enzyme wells
# VHR inh abs: inhibitors of human VHR1 phosphatase (DUSP3). P51452. recombinant VHR phosphatase, pNPP absorbance. inhibition, % at 13.3 µM. hit rate 0.52% among 290,000; in the data active = inhibition above about 50%; also: some compounds called inactive have numbers as strong as hits
# Target sequence (P51452 whole entry, looked up): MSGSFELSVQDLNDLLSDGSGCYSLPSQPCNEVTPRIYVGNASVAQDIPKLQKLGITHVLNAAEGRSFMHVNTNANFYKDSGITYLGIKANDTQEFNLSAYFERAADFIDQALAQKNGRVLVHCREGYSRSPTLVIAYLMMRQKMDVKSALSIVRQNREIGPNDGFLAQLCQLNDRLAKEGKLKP
# * = called active by the depositor; i = inactive; / = no result given. Some of the compounds tested; rates above refer to the full screens.
SMILES,TcdB GH inh,SARS 3CLpro inh,MazF activator,Y pestis TopoI,PrPC TRFRET,Vc quorum ag,Rv3671c protease,SSB-PriA inh,CCHFV vOTU inh,VHR inh abs
CCSc1nnc(NC(=O)CCn2c(=O)oc3ccccc32)s1,-3.5,/,1,8,3,-0.2,3,-14,8,6
CCCCc1cc(=O)oc2cc(OC(C)C(=O)NCCN3CCOCC3)ccc12 (stereo unspecified),0.1,/,0,2,7,-0.4,/,/,-11,/
O=C(C1COc2ccccc2O1)N1CCN(c2ccccc2Cl)CC1 (stereo unspecified),2.3,-1,7,3,-3,-0.1,5,-1,10,34
CC(C)(C)NC(=O)NC(=O)CN1CCN(c2ccc(O)cc2)CC1,-2.6,-1,3,11,13,-0.2,-2,5,6,-2
COc1ccc(C(=O)NCCCN2CCOCC2)cc1OC,/,-1,2,4,-5,-0.3,4,13,5,30
COc1ccc(C2=Nn3c(nnc3-c3ccccc3F)SC2)cc1OCC1CC1,0.7,/,10,9,3,-2.1,-7,3,12,/
CC(=O)Nc1ccc(CCCCc2ccccc2)cc1,2.5,/,-1,32,-2,-4.3,/,-10,-4,/
C#CCOCCOCCOCCNc1nc(N2CCN(C(=O)Cn3cc(CC(C)O)nn3)CC2)nc(N2CCN(C(=O)[C@H]([C@@H](C)CC)n3cc(CCCN=C(N)N)nn3)CC2)n1 (stereo partly specified),0.2,-2,8,10,4,0.3,-2,-4,26,1
CCC(C)Sc1nc2c(cnn2-c2ccc(C)cc2)c(=O)[nH]1 (stereo unspecified),0.6,-3,3,5,2,-0.3,-2,-7,10,-5
COc1cc(C2C(C(C)=O)=C(O)C(=O)N2c2ccc(Br)cn2)ccc1O (stereo unspecified),/,3,3,8,-5,-0.3,-2,3,18,26

# The final 7 records of the section before lead into the next:
SMILES,TcdB GH inh,SARS 3CLpro inh,MazF activator,Y pestis TopoI,PrPC TRFRET,Vc quorum ag,Rv3671c protease,SSB-PriA inh,CCHFV vOTU inh,VHR inh abs
CC(C)(C)NC(=O)NC(=O)CN1CCN(c2ccc(O)cc2)CC1,-2.6,-1,3,11,13,-0.2,-2,5,6,-2
COc1ccc(C(=O)NCCCN2CCOCC2)cc1OC,/,-1,2,4,-5,-0.3,4,13,5,30
COc1ccc(C2=Nn3c(nnc3-c3ccccc3F)SC2)cc1OCC1CC1,0.7,/,10,9,3,-2.1,-7,3,12,/
CC(=O)Nc1ccc(CCCCc2ccccc2)cc1,2.5,/,-1,32,-2,-4.3,/,-10,-4,/
C#CCOCCOCCOCCNc1nc(N2CCN(C(=O)Cn3cc(CC(C)O)nn3)CC2)nc(N2CCN(C(=O)[C@H]([C@@H](C)CC)n3cc(CCCN=C(N)N)nn3)CC2)n1 (stereo partly specified),0.2,-2,8,10,4,0.3,-2,-4,26,1
CCC(C)Sc1nc2c(cnn2-c2ccc(C)cc2)c(=O)[nH]1 (stereo unspecified),0.6,-3,3,5,2,-0.3,-2,-7,10,-5
COc1cc(C2C(C(C)=O)=C(O)C(=O)N2c2ccc(Br)cn2)ccc1O (stereo unspecified),/,3,3,8,-5,-0.3,-2,3,18,26
CNC(=O)N(O)C1N(/N=C/c2ccccc2F)C(=S)SC1(C)C (stereo unspecified),2.0,-4,9,-6,5,i,-1,/,-4,10
C=CCNC(=O)c1nc2ccccc2s1,/,-1,7,6,1,-0.2,-1,-8,-16,-9
CS(=O)(=O)c1ccc(C(=O)OCC(=O)NC(=O)Cc2ccccc2)cc1,0.0,/,-4,10,-3,-0.4,5,-18,0,/
COc1ccc(C)cc1NC(=O)CN(C)S(=O)(=O)c1ccc2c(c1)c(=O)n(C)c(=O)n2C,/,5,-5,-1,/,-0.2,6,-5,/,-2
Cc1cc(N2CCCC2=O)cc(C)c1S(=O)(=O)NCCOc1ccccc1,/,-2,-4,9,2,-1.5,-2,0,-14,-2
N#Cc1cc([N+](=O)[O-])cnc1Nc1ccccc1,/,0,-3,4,-25,-2.1,-6,2,-2,-7
O=C(CSc1nnnn1C1CC1)Nc1cccc(S(=O)(=O)N2CCCC2)c1,0.7,/,1,4,3,i,7,-7,6,/
CC[C@]12c3[nH]c4cc(CCC(=O)N(C)C)ccc4c3CCN1C(=O)[C@@H](CC(=O)NC(C)(C)C)C[C@@H]2C(=O)N1CCN(C(=O)C2CC2)CC1,0.3,/,9,1,-3,i,/,-2,-5,/
O=C(NNC(=O)c1cccs1)c1cccc(F)c1,-0.6,2,-1,-1,1,i,-3,-7,-1,15
C/C(=N/NC(=O)c1ccc2c(c1)OCO2)c1ccc(NC(=O)c2ccc(F)cc2)cc1,1.0,-1,-18,-3,10,-0.5,/,/,6,2

# A different layout for two compounds above:
> O=C(CSc1nnnn1C1CC1)Nc1cccc(S(=O)(=O)N2CCCC2)c1
  TcdB GH inh: 0.7	SARS 3CLpro inh: /	MazF activator: 1	Y pestis TopoI: 4	PrPC TRFRET: 3	Vc quorum ag: i	Rv3671c protease: 7	SSB-PriA inh: -7	CCHFV vOTU inh: 6	VHR inh abs: /

> CC[C@]12c3[nH]c4cc(CCC(=O)N(C)C)ccc4c3CCN1C(=O)[C@@H](CC(=O)NC(C)(C)C)C[C@@H]2C(=O)N1CCN(C(=O)C2CC2)CC1
  TcdB GH inh: 0.3	SARS 3CLpro inh: /	MazF activator: 9	Y pestis TopoI: 1	PrPC TRFRET: -3	Vc quorum ag: i	Rv3671c protease: /	SSB-PriA inh: -2	CCHFV vOTU inh: -5	VHR inh abs: /

# Continued.
SMILES,TcdB GH inh,SARS 3CLpro inh,MazF activator,Y pestis TopoI,PrPC TRFRET,Vc quorum ag,Rv3671c protease,SSB-PriA inh,CCHFV vOTU inh,VHR inh abs
CC(C)N=C1NN=C(c2ccc(F)cc2)CS1,-2.1,1,-10,-7,6,-0.2,-12,3,-6,-14
CN(CCCN1CCOCC1)Cc1nc(-c2ccccc2)no1,1.5,5,-6,-3,13,/,1,-7,4,-10
CCOc1ccc(CCNC(=O)C2CC(C)=CCC2C(=O)O)cc1OCC (stereo unspecified),-0.8,-2,4,-6,4,-1.9,2,-9,-11,13
CSC1=C(C#N)C(C)CC(=O)N1 (stereo unspecified),/,2,2,1,-5,-0.3,-6,-4,-5,23
CCc1noc(C)c1C(=O)N(CCC(C)C)c1c(N)n(Cc2ccccc2)c(=O)[nH]c1=O,-0.5,/,-4,2,4,4.2,5,-12,4,/
O=C(/C(=C/c1cccc(Cl)c1)c1nc2ccccc2[nH]1)c1ccccc1,/,3,21,-5,9,-0.2,0,7,-5,0
COC(=O)c1cccc(NC(=O)COc2cccc([N+](=O)[O-])c2)c1,-0.4,1,7,-2,-3,i,2,-16,3,2
CCO/C(C)=N/n1c2nc3ccccc3nc2c2c(=O)n(CC(C)C)c(C)nc21,/,1,3,23,-25,-6.2,-4,/,18,22
O=C(Nc1cccc(NC(=O)c2ccco2)n1)c1ccco1,0.2,-2,3,0,-6,-0.6,-1,2,2,15
COc1ccc(OCc2nnc(NC(=O)Nc3ccccc3F)s2)cc1,0.3,3,-10,-9,1,0.4,-13,-7,10,-1
CC(=O)NC(C)(c1ccccc1)c1nc(-c2cccc(C(F)(F)F)c2)cs1 (stereo unspecified),0.5,/,/,3,-7,2.4,/,/,7,/
CC(C)c1ccc(NC(=O)CSC(C)c2nc3ccccc3c(=O)[nH]2)cc1 (stereo unspecified),-0.6,7,-4,4,-4,-1.3,-4,2,1,3
Cc1ccccc1OCCn1cc(C(=S)N2CCN(C)CC2)c2ccccc21,2.5,-2,2,25,-2,-0.3,1,32,0,23
OCCNc1nc(Nc2cc(Cl)ccc2OC2CCCC2)nc(N2CCCC2)n1,-0.7,/,7,22,2,11,-3,4,0,/
O=C(NCc1ccc2c(c1)OCO2)Nc1ccc([N+](=O)[O-])cc1,1.0,3,0,0,0,i,/,-2,14,10
COc1ccc(C(=O)NCCS(=O)(=O)N2CCN(C(=O)c3ccco3)CC2)cc1,1.5,/,-12,6,-6,-0.1,-2,-14,-5,/
CCOC(=O)CCc1c(C)nc2ncnn2c1C,/,-3,-2,-4,2,i,3,-7,6,17
O=C(NCC1CC1)c1onc(CSc2nc3ccccc3[nH]2)c1C(=O)NCC1CC1,1.0,-2,2,4,-7,-0.9,-1,-9,1,13
COc1ccc2[nH]cc(C(=O)CNc3nc(C)cs3)c2c1,/,4,3,-9,-1,2.8,1,0,5,30
CCC(Oc1ccccc1)C(=O)NCCCN1CCOCC1 (stereo unspecified),1.6,3,3,7,4,i,3,-11,-9,10
NC(c1csc(Nc2nncc3ccccc23)n1)c1ccccc1Cl (stereo unspecified),-11,/,/,5,3,-0.4,/,/,27,/
CCOC(=O)c1[nH]cnc1C(=O)N[C@@H](C)c1ccccc1,0.2,/,5,-10,1,-0.6,6,-17,-11,/
CC(C)c1ccc(NC(=O)Nc2nc(C(N)c3ccccc3Cl)cs2)cc1 (stereo unspecified),0.0,/,/,-12,6,-0.6,/,/,1,/
CCN(CC)CC(=O)NCc1cc(-c2ccc(OC)cc2)no1,/,-12,12,8,-1,i,-9,-3,17,25
O=S(=O)(Cc1ccccc1)NCCc1ccc(F)cc1,0.3,1,-5,-3,10,-0.6,1,-13,-4,24
Cc1ccc(C(NC(=O)C(C)C)c2cc([N+](=O)[O-])c3cccnc3c2O)cc1 (stereo unspecified),/,5,-6,-4,-5,3.4,10,21,16,1

# Compound activity deposited in PubChem by several laboratories.
